KCNH2 3.1 block = KCNH2 3.1 (human) potassium channel inhibition | activity change, % (tested at about 1.8 µM) | actives 0.95% (n = 340,000) | U2OS KCNH2 3.1, thallium flux FluxOr; hits give low values;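 active means maximum activity change below -70%; inconclusive means maximum activity change from -70% to -50%; inactive means maximum activity change above -50%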;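 further: thallium influx rate constant from kinetic fluorescence after stimulation buffer; on the % scale 0 is the no-effect control and ±100 the full control effect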
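FluxOr-based Tl+ influx in U2OS cells transduced with KCNH2 3.1 virus; rate constants normalized to DMSO controls.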
TRPV1 ag = agonists of human vanilloid receptor 1 (TRPV1). Q8NER1. TRPV1-expressing cells, Fluo-8 calcium influx, agonist mode. activation, % at 8.33 µM. actives 0.19% (n = 320,000); in the data active means activation above about 80%; inconclusive means between about 30% and that limit; further: 0% is about no effect
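Fluo-8 calcium influx in TRPV1-expressing cells, kinetic read (ex 480/em 520 nm). Compound added and read 3 min for agonist activity, followed by capsaicin at EC20 final and 2 min further read for enhancement.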
ASM inhibitor = human S-ASM enzyme inhibition. placental ASM, HMU-PC fluorogenic substrate, 60 min. Potency, µM (titrated, usually from 57.5 µM), without a hit: top-dose activity change, negative = inhibition, hits mostly inhibitors. actives 0.006% (n = 340,000). P17405; further: potency means the concentration at half of the fitted maximal effect
Target sequence (P17405 47-631 limits assumed): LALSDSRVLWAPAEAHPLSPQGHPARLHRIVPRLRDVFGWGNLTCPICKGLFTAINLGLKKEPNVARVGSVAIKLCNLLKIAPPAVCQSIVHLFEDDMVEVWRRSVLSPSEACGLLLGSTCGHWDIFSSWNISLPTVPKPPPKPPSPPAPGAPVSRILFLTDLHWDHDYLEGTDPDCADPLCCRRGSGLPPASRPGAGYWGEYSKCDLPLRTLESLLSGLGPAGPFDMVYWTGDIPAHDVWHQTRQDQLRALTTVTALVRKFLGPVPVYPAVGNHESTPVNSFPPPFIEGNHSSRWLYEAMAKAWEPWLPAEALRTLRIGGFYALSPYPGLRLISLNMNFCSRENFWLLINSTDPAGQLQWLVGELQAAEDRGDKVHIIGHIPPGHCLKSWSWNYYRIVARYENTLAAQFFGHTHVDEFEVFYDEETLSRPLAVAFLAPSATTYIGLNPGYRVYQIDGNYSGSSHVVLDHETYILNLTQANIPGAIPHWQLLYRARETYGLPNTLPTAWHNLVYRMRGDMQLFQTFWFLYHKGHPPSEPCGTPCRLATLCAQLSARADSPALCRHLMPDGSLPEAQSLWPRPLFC
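HMU-PC0 cleavage (9 uM final) by human placental ASM, 60 min at 37 °C following 10 min compound exposure at RT; stopped at pH 10, fluorescence Ex 386/Em 447 nm.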
Coupling enz = coupling enzyme interference in Giardia aldolase counter-screen; activity change, negative = inhibition, % at 58.2 µM, hits read low; actives 0.67% (n = 290,000); coupling enzyme system counterscreen, AmpLite Red fluorescence; in the data active means activity change below about -30%; further: on the % scale 0 is the no-effect control and ±100 the full control effect
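Final compound at 57.5 uM, incubated 10 min at RT with coupling enzyme reagent (glyceraldehyde-3-phosphate), then 20 min with substrate and AmpLite Red detection. Fluorescence read at 525/598 nm; tests interference with the coupling assay, not aldolase inhibition.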
GALK inh = blocks human galactokinase activity; P51570; Purified GALK, Kinase-Glo residual ATP luminescence; Potency, µM (series often up to 57.5 µM), without a hit: at the highest dose activity change, negative = inhibition, usual class: inhibitors; actives 0.007% (n = 270,000); further: potency means the concentration at half of the fitted maximal effect; on the % scale 0 is the no-effect control and ±100 the full control effect
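Luminescence from leftover ATP (Ultra-Glo luciferase/luciferin) served as read-out after a 1 h room-temperature reaction of 5 nM GALK with 35 uM ATP and 100 uM galactose.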
MBNL1-CUG inh = MBNL1-poly(CUG) RNA binding inhibition; Q9NR56; TR-FRET MBNL1-His/biotin-(CUG)12 binding, 665/545 ratio; Potency, µM (doses to about 57.5 µM), without a hit: at the top dose activity change, negative = inhibition, hits mostly inhibitors; actives 0.036% (n = 280,000); AID 2675; active means well fitted inhibition curve with a large enough effect in the signal ratio, with a control signal flat, not every such curve was filed as active; inconclusive means small, poorly fitted or top-dose-only effect, or effect the other way, or a change in a side signal; inactive means no such curve, though single readings can be large or run the other way; the % refers to the signal ratio; further: potency means the concentration at half of the fitted maximal effect; on the % scale 0 is the no-effect control and ±100 the full control effect
Target sequence (Q9NR56 whole entry, looked up): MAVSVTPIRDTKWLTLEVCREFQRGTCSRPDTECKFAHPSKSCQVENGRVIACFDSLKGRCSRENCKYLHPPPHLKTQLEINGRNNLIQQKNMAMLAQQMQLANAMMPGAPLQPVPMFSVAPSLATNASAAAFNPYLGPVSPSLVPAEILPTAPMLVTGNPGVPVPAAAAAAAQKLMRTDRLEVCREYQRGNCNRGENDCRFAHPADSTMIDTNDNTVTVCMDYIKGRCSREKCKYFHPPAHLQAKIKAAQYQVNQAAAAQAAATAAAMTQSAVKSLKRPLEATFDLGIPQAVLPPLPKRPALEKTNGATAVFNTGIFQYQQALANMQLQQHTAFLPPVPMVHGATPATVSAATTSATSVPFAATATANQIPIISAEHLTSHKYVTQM
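Compounds (final 92 nM to 58 uM) are added to His-tagged MBNL1 and biotin-(CUG)12, then terbium anti-His antibody and streptavidin-XL665 (5 nM final). After 60 min at room temperature, the 665/545 nm ratio is read.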
MLL CXXC-DNA inh = MLL CXXC-DNA interaction inhibition; Q03164; MLL-CXXC / FITC-HOXA9 DNA fluorescence polarization; Potency, µM (highest dose often 115 µM), without a hit: at the top dose activity change, negative = inhibition, most hits filed as inhibitors; actives 0.037% (n = 290,000); active means well fitted inhibition curve with a large enough effect in the polarisation, with a control signal flat, not every such curve was filed as active; inconclusive means small, poorly fitted or top-dose-only effect, or effect the other way, or a change in a side signal; inactive means no such curve, though single readings can be large or run the other way; the % refers to the polarisation; further: potency means the concentration at half of the fitted maximal effect
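Purified MLL-CXXC (added from a 7 uM solution) was preincubated 5 min at ambient with pinned compounds in 50 mM Tris-HCl pH 7.5, 50 mM NaCl, 1 mM DTT, 0.05% BSA. Fluorescein-labeled HOX-A9 DNA (50 nM solution) followed, 30 min, then polarization read.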
hERG WT inh = KCNH2 (human, wildtype) channel inhibition. U2OS, BacMam KCNH2, thallium flux FluxOr; hits give low values. AID 720551. actives 0.37% (n = 340,000). Q12809. activity change, % at 1.84 µM;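 active means maximum activity change below -70%; inconclusive means maximum activity change between -70% and -50%; inactive means maximum activity change above -50%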; further: on the % scale 0 is the no-effect control and ±100 the full control effect
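U2OS cells were transduced with wild-type KCNH2 virus (2.03 x 10^8 / mL) for 4 h at room temperature, then cultured overnight at 37 C. Thallium flux was read with FluxOr dye. Rate constants were normalized to DMSO controls.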
A-T KAP1 phos = potential ataxia-telangiectasia treatments restoring KAP-1 phosphorylation. […] A-T fibroblasts, KAP-1 phosphorylation AlphaLISA; neocarzinostatin DNA damage 30 min before lysis. Potency, µM (series often up to 57.5 µM), for inactives: top-dose activation, hits mostly activators. actives 0.19% (n = 320,000); further: potency means the concentration at half of the fitted maximal effect; % of control where 0% means no effect; nearly all actives have a fitted effect of over 45% in size
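hTERT-immortalized A-T patient fibroblasts ([…]), 500 cells/well in OPTI-MEM, 1% FBS, got compounds for 60 min, then NCS for 30 min at 37C. Lysates were then assayed for phospho-KAP-1 by AlphaLISA (anti-pKAP1 donor, anti-KAP1 acceptor beads), 6 hr at 25C.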
Integrin act MD = activators of alpha7 integrin expression for muscular dystrophy; alpha7betagal myoblasts, beta-gal FDG fluorescence, 48 h; Potency, µM (titrated, usually from 38.3 µM), for inactives: at the highest dose activation, most hits filed as activators; actives 0.064% (n = 350,000); AID 624291;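 further: potency means the concentration at half of the fitted maximal effect; 100% = response of the positive control SU9516; nearly all actives have a fitted effect of over 60% in size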
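alpha7betagal+/- myoblasts (passage 13, 250/well) treated 48 h at 37C with compounds at 1:260 dilution of DMSO stock. Lysed, then beta-galactosidase activity read as FDG fluorescence (ex 480/em 540) after 30 min, with pre-read for autofluorescence.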
An asterisk follows results filed as active; ? = inconclusive; / = no result given; [ ] = dose if it differs, or a comment. Unless noted, the call rests on the fitted dose curve; in most records, active means well fitted curve in the direction sought with a large enough effect; inconclusive means small, poorly fitted or top-dose-only effect, or another doubt; inactive means no such curve, though single readings can be large; an effect the other way counts as inactive or inconclusive.

SMILES	KCNH2 3.1 block	TRPV1 ag	ASM inhibitor	Coupling enz	GALK inh	MBNL1-CUG inh	MLL CXXC-DNA inh	hERG WT inh	A-T KAP1 phos	Integrin act MD
CC(C)Cn1c(C(C)C)nc([N+](=O)[O-])c1Sc1ccc(Cl)cn1	-2	6	-3%	0	-5%	17%	-2%	-2	-1%	-52%[inhibitor]
COc1ccc(NC(=S)NCCN2CCOCC2)c(OC)c1	21	/	7%	/	/	/	/	4	/	-7%
COc1ccc(CNC(=O)CN(C(=O)c2ccc(CN3CCOCC3)o2)C2CCCC2)cc1	11	-1	-1%	-1	-2%	-2%	5%	1	-2%	-29%
Cc1cc([N+](=O)[O-])ccc1NC(=O)CCC(=O)N1CCCC1	-3	-4	4%	-1	-3%	?	9%	-4	7%	14%
CCOC(=O)c1ccc(NC(=O)COC)cc1	-2	-7	1%	0	0%	0%	1%	-1	11%	-2%
CCOc1ccc(N2C(=O)C(C)CNC2=S)cc1 (stereo not drawn)	8	/	5%	/	/	/	/	1	/	20%
CN1CCN(c2ccc(Cl)cc2NC(=O)c2ccc(S(=O)(=O)N(C)C)cc2)CC1	-6	9	1%	1	-1%	4%	11%	11	0%	-38%
C[C@@H]1CN([C@@H](C)CO)C(=O)c2cc(NS(C)(=O)=O)ccc2O[C@H]1CN(C)Cc1ccc(Oc2ccccc2)cc1	-42	/	4%	/	/	/	/	6	-8%	-12%
O=C(COC(=O)c1ccccc1Oc1ccccc1)NC1CCS(=O)(=O)C1 (stereo not drawn)	-3	-1	0%	2	-2%	5%	4%	-18	-2%	-20%
Cc1ccccc1N1CC(C(=O)N2CCc3ccccc32)CC1=O (stereo not drawn)	3	-5	2%	/	/	/	/	-10	6%	-8%
COc1ccc(CC(NC(C)=O)C(=O)NC2CCN(S(=O)(=O)c3ccc(NC(C)=O)cc3)CC2)c(OC)c1 (stereo not drawn)	-11	-1	2%	2	8%	-1%	1%	-1	0%	1%
COC(=O)CCC(=O)Nc1cc(OC)c(OC)cc1Cc1nccc2cc(OC)c(OC)cc12	-7	2	-1%	2	0%	2%	-9%	0	-7%	4%
COc1ccc(-n2c(SCC(N)=O)nc3sc4c(c3c2=O)CCC4)cc1	6	1	0%	3	-2%	-17%	-1%	-27	-3%	-5%
O=C(Nc1ccc(S(=O)(=O)N2CCCCC2)cc1)c1ccc(CN2CCOCC2)cc1	12	?	3%	3	-3%	-3%	3%	6	-2%	-29%
CCOc1ccccc1C1NC(=O)NC(C)=C1C(=O)OCc1ccco1 (stereo not drawn)	-11	7	-1%	-1	2%	-3%	13%	-5	1%	-15%
COc1ccc(-c2ncccc2OC(=O)C23CC4CC(CC(C4)C2)C3)cc1OC	1	17	12%	-1	-3%	8%	6%	-6	-1%	1%
Oc1ccc(/C=N/N2CCN(C3c4ccccc4-c4ccccc43)CC2)c(O)c1	-3	-1	-12%	16	9%	-4%	3%	2	?	-31%
CCOc1ccccc1CNC(=O)c1ccc(Sc2ccc(Cl)cc2)c(NC(C)=O)c1	-4	1	-2%	4	0%	15%	-8%	4	4%	-10%
COc1ccc2cc(C(=O)Nc3ccc(F)cc3)sc(=O)c2c1OC	0	7	7%	-3	/	-9%	55%[activator]	2	2%	-4%
O=C(Nc1ccc2ccccc2c1)C(c1ccccc1)C1CCCC1 (stereo not drawn)	9	?	-4%	-1	/	-3%	40%[activator]	/	-1%	?

3 of the entries above in order of their number in Integrin act MD, falling:
Structure,TRPV1 ag,ASM inhibitor,GALK inh,MBNL1-CUG inh,MLL CXXC-DNA inh,Integrin act MD
CCOc1ccc(N2C(=O)C(C)CNC2=S)cc1 (stereo not drawn),/,5%,/,/,/,20%
COc1ccc2cc(C(=O)Nc3ccc(F)cc3)sc(=O)c2c1OC,7,7%,/,-9%,55%[activator],-4%
CCOc1ccccc1CNC(=O)c1ccc(Sc2ccc(Cl)cc2)c(NC(C)=O)c1,1,-2%,0%,15%,-8%,-10%

Back to the main list; the three compounds before the break are reprinted first.
SMILES	KCNH2 3.1 block	TRPV1 ag	ASM inhibitor	Coupling enz	GALK inh	MBNL1-CUG inh	MLL CXXC-DNA inh	hERG WT inh	A-T KAP1 phos	Integrin act MD
CCOc1ccccc1CNC(=O)c1ccc(Sc2ccc(Cl)cc2)c(NC(C)=O)c1	-4	1	-2%	4	0%	15%	-8%	4	4%	-10%
COc1ccc2cc(C(=O)Nc3ccc(F)cc3)sc(=O)c2c1OC	0	7	7%	-3	/	-9%	55%[activator]	2	2%	-4%
O=C(Nc1ccc2ccccc2c1)C(c1ccccc1)C1CCCC1 (stereo not drawn)	9	?	-4%	-1	/	-3%	40%[activator]	/	-1%	?
Cc1ccc(S(=O)(=O)N2CCN(S(=O)(=O)c3ccccc3)C2c2ccc(N(C)C)cc2)cc1 (stereo not drawn)	-16	1	-2%	0	0%	-1%	9%	-6	-4%	-31%
COc1ccc(OC(C)C(=O)NCCc2nc3ccccc3[nH]2)cc1 (stereo not drawn)	12	1	4%	-1	/	-16%[11.5 µM]	-1%	-4	0%	-15%
Cc1ccc(NC2CCCN(C(=O)c3cn(C)c4ccccc34)C2)cc1C (stereo not drawn)	3	-2	1%	/	-3%	-4%	-8%	8	5%	-20%
CN(NC(=O)c1ccccc1F)c1nc(C(F)(F)F)nc2ccccc12	-4	0	-1%	1	-4%	0%	35%[activator]	3	-3%	14%
NC(=O)CSc1nnc(-c2cccnc2)n1CCc1ccccc1	9	-1	0%	1	0%	-8%	-2%	18	2%	11%
CC(O)CSc1nc2c(c(=O)[nH]c(=O)n2C)n1Cc1ccccc1 (stereo not drawn)	-8	2	3%	1	0%	-11%	-1%	8	4%	?
NC1=NC(c2ccc(Cl)cc2)C(C(=O)c2ccccc2)N1 (stereo not drawn)	-46	-2	3%	-4	0%	0%	-11%	2	-8%	?
Cc1cc(C)c2c(c1)/C(=N/NS(=O)(=O)c1ccccc1)CCC2	-3	-2	-16%	2	1%	-2%	8%	2	0%	6%
COc1cccc2c1OCC(C(=O)O)C2 (stereo not drawn)	-32	-4	-1%	2	1%	-5%	2%	-4	-2%	-20%
CCOC(=O)C1=C(C)Nc2ccccc2N/C1=N\S(=O)(=O)c1cccc(Cl)c1	12	-1	-2%	/	/	/	/	0	-7%	5%
Cc1ccc2nc(-c3ccccc3)cc(C(=O)N3CC(C)OC(C)C3)c2c1 (stereo not drawn)	-23	?	0%	/	/	/	/	1	19%	0%
O=C(O)c1cc2nccc(-c3ccc(F)cc3)n2n1	16	-1	9%	2	7%	?	12%	-4	3%	20%
CC(=O)NCCNC(=O)CCNC(=O)c1ccc(Cl)cc1	-1	1	-2%	0	-1%	-2%	-4%	8	-4%	19%
CCn1c(SCC(=O)N/N=C(\C)c2ccncc2)nnc1-c1ccc(C)cc1	-3	-4	6%	2	1%	6%	10%	-4	-6%	-27%
Cc1ccc([N+](=O)[O-])cc1NC(=O)CSc1nncc2ccccc12	-2	0	1%	/	0%	3%	7%	-6	-5%	?
CC1=NN2C(=N)/C(=C\c3cc(C)n(-c4ccccc4)c3C)C(=O)N=C2S1	-2	-2	8%	2	-2%	80%[activator]	4%	-24	2%	4%
Cc1ccc(-c2nc3ccccc3s2)cc1NC(=O)c1cc(-n2cnnc2)ccc1Cl	-10	0	-1%	0	/	0%	26%	-6	-2%	13%
COc1ncnc2c1oc1nc(CC(C)C)c3c(c12)CC(C)(C)OC3	-2	-1	-1%	0	2%	-19%	-6%	-9	2%	0%
CCCN(C(=O)Cn1ncc2c(=O)oc3ccccc3c21)c1cccc(C)c1	3	-6	-4%	7	1%	-10%	3%	4	/	-6%
CCCc1nnc(SCCSc2nnc(CCC)n2N)n1N	22	-1	-4%	1	0%	-1%	5%	-3	/	-4%[7.66 µM]
O=C(CCC(=O)c1cccs1)NNC(=O)c1ccccc1O	2	-2	1%	/	/	/	/	-45	-4%	-13%
O=C(NCCc1ccccc1)[C@@H]1CC=C[C@@H]2CCN(Cc3ccc(Cl)c(Cl)c3)C(=O)[C@@H]21	-7	/	-8%	/	/	/	/	-7	/	-40%
Cc1cccc(/C(N)=N/OC(=O)c2ccc(Br)o2)c1	-8	5	2%	0	0%	4%	5%	2	-12%	8%

Some of these compounds in order of formula weight, rising.
SMILES	KCNH2 3.1 block	TRPV1 ag	ASM inhibitor	Coupling enz	GALK inh	MBNL1-CUG inh	MLL CXXC-DNA inh	hERG WT inh	A-T KAP1 phos	Integrin act MD
Cc1ccc2nc(-c3ccccc3)cc(C(=O)N3CC(C)OC(C)C3)c2c1 (stereo not drawn)	-23	?	0%	/	/	/	/	1	19%	0%
CC1=NN2C(=N)/C(=C\c3cc(C)n(-c4ccccc4)c3C)C(=O)N=C2S1	-2	-2	8%	2	-2%	80%[activator]	4%	-24	2%	4%
Cc1ccc(S(=O)(=O)N2CCN(S(=O)(=O)c3ccccc3)C2c2ccc(N(C)C)cc2)cc1 (stereo not drawn)	-16	1	-2%	0	0%	-1%	9%	-6	-4%	-31%

Screening data (PubChem BioAssay)
